Bioassay records (PubChem)
QS inhibitor = S. aureus quorum sensing inhibition; S. aureus RN6390 RNAIII-GFP reporter, AIP-induced, flow cytometry 3 h; inhibition, % at 2 µM; 0.3% of 24,000 active;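 active means share of bacteria positive for the green fluorescent reporter and its mean brightness both inhibited by 50% or more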;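 further: 0% = AIP-stimulated control and 100% = unstimulated bacteria without AIP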
QS inhibitor GFP MFI % = second read-out of QS inhibitor, no call of its own (marks repeat the call); inhibition, %; measured here: inhibition of GFP MFI
* marks the source's active call; other numbers are inactive results. These rows are one share of the data, so the mix of outcomes need not match the whole.

Start of the listing, in advance (15 entries):
Fields – QS inhibitor | QS inhibitor GFP MFI %
1	COc1ccc(CN(C(=O)c2cccs2)c2nccs2)cc1OC
→ 1 | 15
2	Cc1ccc(CCNC(=O)CCNS(=O)(=O)c2ccc3c(c2)c(=O)n(C)c(=O)n3C)cc1
→ 1 | 9
3	O=C(CCCCn1c(=O)c2ccccc2n(Cc2ccc(Cl)cc2)c1=O)NCc1ccco1
→ 4 | 10
4	COc1ccc(OC)c(C2C(C(=O)N(C)C)=C(C)Nc3nc4ccccc4n32)c1 (stereo unspecified)
→ -7 | -30
5	Cc1cccc2c(=O)oc(-c3ccc4c(c3)C(=O)N(CC3CCCO3)C4=O)nc12 (stereo unspecified)
→ -2 | -7
6	O=C(Nc1ccc(Br)cc1F)c1sccc1-n1cccc1
→ -2 | -7
7	O=C(CCCn1c(=S)[nH]c2ccsc2c1=O)NCc1ccco1
→ -2 | -4
8	CS(=O)(=O)N(CC(=O)NCc1ccccn1)c1ccc2c(c1)OCCO2
→ 0 | 12
9	Cc1ccc(CNC(=O)COC(=O)c2c(C)noc2C)cc1
→ -3 | 10
10	CCCSc1nnc(N2C(=O)CC(c3ccsc3)C3=C2CCCC3=O)s1 (stereo unspecified)
→ 0 | 11
11	CCn1c(CCNC(=O)c2ccc(OC)c(OC)c2)nc2ccccc21
→ -1 | -13
12	C=CCC(Nc1ccco1)c1ccccc1 (stereo unspecified)
→ -1 | 2
13	Nc1nc2n(n1)C(c1ccco1)CC(c1ccc(F)cc1)N2 (stereo unspecified)
→ 3 | 4
14	O=C(Nc1cccc(OCC(=O)N2CCOCC2)c1)C1CCCCC1
→ 2 | -23
15	CCc1ccc(S(=O)(=O)NCc2csc(C)n2)s1
→ -3 | -9

This part in full, repeating the preview:
Fields – QS inhibitor | QS inhibitor GFP MFI %
1	COc1ccc(CN(C(=O)c2cccs2)c2nccs2)cc1OC
→ 1 | 15
2	Cc1ccc(CCNC(=O)CCNS(=O)(=O)c2ccc3c(c2)c(=O)n(C)c(=O)n3C)cc1
→ 1 | 9
3	O=C(CCCCn1c(=O)c2ccccc2n(Cc2ccc(Cl)cc2)c1=O)NCc1ccco1
→ 4 | 10
4	COc1ccc(OC)c(C2C(C(=O)N(C)C)=C(C)Nc3nc4ccccc4n32)c1 (stereo unspecified)
→ -7 | -30
5	Cc1cccc2c(=O)oc(-c3ccc4c(c3)C(=O)N(CC3CCCO3)C4=O)nc12 (stereo unspecified)
→ -2 | -7
6	O=C(Nc1ccc(Br)cc1F)c1sccc1-n1cccc1
→ -2 | -7
7	O=C(CCCn1c(=S)[nH]c2ccsc2c1=O)NCc1ccco1
→ -2 | -4
8	CS(=O)(=O)N(CC(=O)NCc1ccccn1)c1ccc2c(c1)OCCO2
→ 0 | 12
9	Cc1ccc(CNC(=O)COC(=O)c2c(C)noc2C)cc1
→ -3 | 10
10	CCCSc1nnc(N2C(=O)CC(c3ccsc3)C3=C2CCCC3=O)s1 (stereo unspecified)
→ 0 | 11
11	CCn1c(CCNC(=O)c2ccc(OC)c(OC)c2)nc2ccccc21
→ -1 | -13
12	C=CCC(Nc1ccco1)c1ccccc1 (stereo unspecified)
→ -1 | 2
13	Nc1nc2n(n1)C(c1ccco1)CC(c1ccc(F)cc1)N2 (stereo unspecified)
→ 3 | 4
14	O=C(Nc1cccc(OCC(=O)N2CCOCC2)c1)C1CCCCC1
→ 2 | -23
15	CCc1ccc(S(=O)(=O)NCc2csc(C)n2)s1
→ -3 | -9
16	COc1ccc(C(=O)NCc2nnc(SCC(=O)N3CCc4ccccc43)o2)cc1OC
→ -1 | -5
17	CCC(=O)c1cc(F)c(N2CCN(C(=O)c3ccco3)CC2)cc1C
→ -1 | 10
18	Cn1nc(-c2ccc(Cl)cc2)c2cc(C(=O)N3CCOCC3)sc21
→ 1 | 5
19	Cc1cccn2c(=O)c3cc(C(=O)N4CCN(c5ccccc5)CC4)n(C)c3nc12
→ -4 | -53
20	Cc1ccc(SCCNS(=O)(=O)c2ccc(F)cc2)cc1
→ 5 | 14
21	CCCS(=O)(=O)n1nc(-c2ccc(Br)cc2)cc1N
→ 2 | 6
22	COc1ccc(-c2ccc(C(=S)N3CCN(C(C)=O)CC3)o2)cc1
→ -5 | -13
23	CCn1c(=NC(=O)CSCC(=O)Nc2nccs2)sc2ccccc21
→ 1 | 23
24	COCCOC(=O)C1=C(C)NC(=O)CC1c1cc2c(cc1Br)OCO2 (stereo unspecified)
→ 1 | 4
25	COC(=O)CCn1nnc(-c2ccc(C)cc2)n1
→ 0 | 24
26	CCCC(=O)Nc1ccc(NC(=O)c2ccccc2OC)cn1
→ 0 | 5
27	COc1cc(OC)c(-c2nn3c(C4CCCCC4)nnc3s2)cc1OC
→ 0 | 11
28	COc1ccc(OC)c(C2CC(=O)c3c([nH]c(C(=O)OC(C)C)c3C)C2)c1 (stereo unspecified)
→ -4 | -13
29	CCCOC(=O)C1=C(C)NC2=C(C(=O)C(C(=O)OC)C(C)C2)C1c1ccc(N(CC)CC)cc1 (stereo unspecified)
→ 3 | 17
30	O=C(Nc1ncc2c(n1)CC(c1ccccc1)CC2=O)c1ccco1 (stereo unspecified)
→ -2 | -8
31	COc1ccc(S(=O)(=O)n2nc(OC(=O)c3c(-c4ccccc4Cl)noc3C)cc2N)cc1
→ -1 | -36
32	C=C1c2cc(CC)ccc2NC(=O)N1c1ccc(C)cc1
→ 8 | 25
33	Cc1ccc(S(=O)(=O)NCC(=O)OCC(=O)Nc2ncc(Cl)cc2Cl)cc1
→ 3 | -16
34	CN(CCNS(=O)(=O)c1ccc2c(c1)oc(=O)n2C)Cc1ccccc1
→ 0 | 8
35	Cn1nnnc1SCC(=O)Nc1ccccc1C(=O)NCc1ccccc1
→ -1 | 6
36	CCOc1ccc2cc(C#N)c(SCC(=O)N3CCOCC3)nc2c1
→ 3 | 6
37	CCCn1c(SCC(=O)NCc2ccco2)nc2c1c(=O)n(C)c(=O)n2C
→ 0 | 4
38	CCC1CCCCN1C(=O)CSc1nnc(-c2cccc(Cl)c2)o1 (stereo unspecified)
→ -2 | 2
39	COc1ccccc1N1CCN(C(=O)CCn2c(=O)[nH]c3ccsc3c2=O)CC1
→ 0 | 10
40	O=C(c1cccn2c(=O)c3cc(Cl)ccc3nc12)N1CCN(Cc2ccc3c(c2)OCO3)CC1
→ -1 | 4
41	Cc1cc(C)n(-c2nnc(C)n2NS(C)(=O)=O)n1
→ 2 | 4
42	COc1cccc(CNc2cccc3cccnc23)c1O
→ 0 | 17
43	CCOC(OCC)P(=O)(C(C)C)C(C)C
→ -1 | 28
44	CC(=O)NC(CCS(C)(=O)=O)C(=O)Nc1ccc(F)cc1Cl (stereo unspecified)
→ -2 | 2
45	Cc1ccc(C(C)C)c(OCc2nnc(SCC(=O)Nc3ncc(C)s3)n2C)c1
→ -1 | -13
46	CC1=C(C(N)=O)C(c2ccccn2)n2nc(SCc3ccccc3)nc2N1 (stereo unspecified)
→ -4 | -22
47	O=C(O)CCCCCNCc1ccncc1
→ 2 | 17
48	O=C(NC1CCCCC1)n1c(=O)oc2ccc(Cl)cc21
→ -2 | -3
49	Cc1ccc(N2CC(C(=O)Nc3ccc4c(c3)OCO4)CC2=O)cc1 (stereo unspecified)
→ -1 | -10
50	COc1ccc(-c2nnc(SCC(=O)Nc3cc(F)ccc3C)o2)cc1
→ 16 | 57
51	O=C(Cn1cnc2c(nnn2Cc2ccc(Cl)cc2)c1=O)NCC1CCCO1 (stereo unspecified)
→ -1 | -18
52	NC(=O)CSCc1ccc(Br)cc1
→ -1 | -1
53	CCOC(=O)c1ccc(NC(=O)N2CCN(CCc3ccccc3)CC2)cc1
→ 1 | -18
54	Cc1cccc(OCc2nc(C#N)c(N3CC(C)CC(C)C3)o2)c1 (stereo unspecified)
→ -3 | -15
55	O=C(CN1CCOCC1)N1CCN(C(=O)CN2CCOCC2)CC1
→ -3 | -4
56	COc1ccc(CN(C2CCCC2)S(=O)(=O)c2ccc(-n3cnnn3)cc2)cc1OC
→ 0 | 15
57	CC1CCC(NC(=O)C2(C)CCC(=O)N2Cc2cccnc2)CC1 (stereo unspecified)
→ -2 | -5
58	O=C(CN1CCN(C(=O)c2ccco2)CC1)Nc1ccc2c(c1)OCCO2
→ -2 | -3
59	CCOCCn1c(=O)c2c(nc3n2CCN3c2ccc(CC)cc2)n(C)c1=O
→ 0 | 5
60	COc1ccc(Nc2ncccc2C(=O)Nc2ccccc2)cc1
→ 3 | 10

Later entries
Fields – QS inhibitor | QS inhibitor GFP MFI %
61	CCOC(=O)C(C)n1cnc2c(nnn2-c2ccc(C)cc2)c1=O (stereo unspecified)
→ -2 | -3
62	CCc1c(C)c2c(C)nn(-c3ccccc3)c2[nH]c1=O
→ 0 | 1
63	COc1cc2c(=O)n(Cc3ccccc3)c(=O)n(CC(=O)C(C)(C)C)c2cc1OC
→ -10 | -16
64	O=c1c2ccccc2nc(N2CCN(c3ccccc3)CC2)n1Cc1ccccc1
→ 8 | 19
65	O=C(COC(=O)C1CC(=O)N(C2CCCCC2)C1)c1ccc(F)cc1 (stereo unspecified)
→ 1 | -14
66	Cc1onc(-c2ccccc2)c1C(=O)Nc1sc2c(c1C(N)=O)CCC2
→ 0 | 16
67	O=C(CSc1nc2ccccc2c(=O)n1Cc1ccc(C(=O)NC2CC2)cc1)NCc1ccco1
→ 10 | 26
68	CCc1nnc(NC(=O)C(C)N2C(=O)C3C4C=CC(C4)C3C2=O)s1 (stereo unspecified)
→ -3 | -9
69	COc1ccc(CCNC(=O)C2CCN(c3nn4c(=O)cc(C)nc4s3)CC2)cc1OC
→ -4 | -35
70	COc1cc2c(cc1OC)C1=C(C#N)CN(CC(=O)O)CN1CC2
→ 1 | 2
71	O=C(Nc1ccc(Br)cc1)C1CCCN1S(=O)(=O)c1cccs1 (stereo unspecified)
→ 4 | 12
72	Cc1nnc(NC(=O)c2ccccc2F)s1
→ -1 | 22
73	O=C(Nc1ccccc1)N1CCC(c2ccccc2)C1 (stereo unspecified)
→ 6 | 18
74	COc1cccc(C2=NOC(C(=O)Nc3cccc(C(C)=O)c3)C2)c1 (stereo unspecified)
→ -2 | 0
75	Cc1cc(NC(=O)CSc2ccc3nnc(-c4ccc(F)cc4)n3n2)no1
→ 0 | -23
76	CCCCN(C)CCNC(=O)Cn1c(=O)sc2ccccc21
→ -5 | -6
77	O=C(c1cccc(C(=O)N2CCN(c3ccc(F)cc3)CC2)c1)N1CCN(c2ccc(F)cc2)CC1
→ 0 | 9
78	O=C(NC1CCCCC1)N(Cc1ccc(F)cc1)Cc1nc2ccccc2c(=O)[nH]1
→ 0 | 15
79	Cc1ccc(-c2nc3ncccn3c2NC2CCCC2)o1
→ -1 | 58
80	COc1cccc(-c2nc3n(n2)C(c2ccccc2Cl)C(C(N)=O)=C(C)N3)c1 (stereo unspecified)
→ 1 | 37
81	Cc1cc(=O)oc2c(C(=O)/C=C\c3cccs3)c(O)ccc12
→ -2 | -6
82	CCN(CCO)C1CC(=O)N(c2ccccc2C)C1=O (stereo unspecified)
→ 0 | -22
83	COc1cccc(-n2nnc3c(=O)n(CC(=O)NC4CCCC4)cnc32)c1
→ -2 | -11
84	O=C1CSC(c2ccccn2)N1c1cccc(Cl)c1 (stereo unspecified)
→ 10 | 20
85	CCn1cc(C(=O)N2CC(C)CC(C)C2)c(=O)c2cc(S(=O)(=O)N3CCOCC3)ccc21 (stereo unspecified)
→ -7 | -23
86	O=C(c1cccc(N2C(=O)C3CC=CCC3C2=O)c1)N1CCN(c2ccccc2)CC1 (stereo unspecified)
→ 27 | 34
87	CCOC(=O)C1CSc2[nH]c(=O)sc2C1c1ccccc1 (stereo unspecified)
→ 3 | 4
88	COC(=O)c1cc(Br)c(=O)n(Cc2cccnc2)c1
→ 33 | 37
89	CCOC(=O)Cn1c(=O)oc2cc(S(=O)(=O)N3CCn4c3nc3ccccc34)ccc21
→ 2 | -3
90	O=C(CCC(=O)N1CCc2ccccc2C1)N1CCN(S(=O)(=O)c2ccccc2)CC1
→ 2 | 7
91	COc1ccc(OC)c(C2CC(=O)NC(SC)=C2C#N)c1 (stereo unspecified)
→ 2 | 25
92	COc1ccccc1N1CCN(c2cc(N3CCCC3)nc(C)n2)CC1
→ 3 | 12
93	Cc1ccc2occ(CN3CCN(c4ccccc4)CC3)c(=O)c2c1
→ -1 | -17
94	CCOc1ccc(OCC)c(NC(=O)CN2CCN(C(=O)c3ccco3)CC2)c1
→ 0 | 4
95	CCOC(=O)c1c(C)c(C(=O)Nc2cc(F)ccc2F)c(C)n1C
→ -2 | -18
96	O=C(CSC1=NCCS1)Nc1nc2c(s1)CCCC2
→ -1 | -14
97	CCCCCCNS(=O)(=O)c1ccc(Cl)s1
→ 4 | 13
98	COc1ccc2oc(C(=O)C3CC3)c(NC(=O)CCCN3C(=O)c4ccccc4C3=O)c2c1
→ -2 | 12
99	O=C1CCCc2[nH]nc(-c3cccnc3)c21
→ -1 | -2
100	CCn1cc(C(=O)N2CCCC2)c(=O)c2cc(S(=O)(=O)N(C)C)ccc21
→ -6 | -7
101	Cc1nc2ccc(S(=O)(=O)NCC(=O)N(C)Cc3ccco3)cc2s1
→ -3 | 3
102	Cc1ccccc1S(=O)(=O)Cc1ccc(C(=O)NCCN2CCN(Cc3ccccc3)CC2)o1
→ -6 | -20
103	CC12CC(NC(=O)N1c1cccc(C(=O)Nc3ncn[nH]3)c1)c1ccccc1O2 (stereo unspecified)
→ 12 | 22
104	CC(C)(C#N)Nn1cnnc1
→ -11 | -30
105	CCOC(=O)CC(N)c1ccc(OC)cc1 (stereo unspecified)
→ 1 | 12
106	CC(C)C(=O)Nc1nnc(CCc2nnc(NC(=O)C(C)C)s2)s1
→ 2 | 7
107	CCCN(CCC)C(=O)Cn1c(=O)n(CCCCC(=O)NC2CCCC2)c(=O)c2ccccc21
→ 2 | 16
108	COc1cccc(CN(C(=O)c2cc3ccccc3oc2=O)C2CC2)c1
→ 2 | 18
109	COc1cccc(NC(=O)CCS(=O)(=O)c2cccs2)c1
→ -3 | -10
110	N#CC1=C(SCC(=O)c2cc3ccccc3oc2=O)NC(=O)C(C#N)C12CCCC2 (stereo unspecified)
→ 1 | 12
111	O=C(NC1CCS(=O)(=O)C1)c1c(NC(=O)C2COc3ccccc3O2)sc2c1CCCC2 (stereo unspecified)
→ 2 | 39
